PKA-R2B act = activates the human PKA-R2B holoenzyme complex; P22694+P31323; PKA-R2B holoenzyme dissociation, Cy5-IP20 fluorescence polarization; R2B truncated from residue 108, S112A mutant; 0% DMSO only, 100% 113 µM cGMP; activation, % at 11.4 µM; 0.079% of 340,000 active; AID 504700;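 active = activation above a cutoff set at the mean over all compounds plus 3 SD, cut at about 18% in these data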;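 note: higher means more holoenzyme dissociation and a rise in polarization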
Target sequence (P31323 whole entry, looked up, other chains not shown, the tested form may be a part): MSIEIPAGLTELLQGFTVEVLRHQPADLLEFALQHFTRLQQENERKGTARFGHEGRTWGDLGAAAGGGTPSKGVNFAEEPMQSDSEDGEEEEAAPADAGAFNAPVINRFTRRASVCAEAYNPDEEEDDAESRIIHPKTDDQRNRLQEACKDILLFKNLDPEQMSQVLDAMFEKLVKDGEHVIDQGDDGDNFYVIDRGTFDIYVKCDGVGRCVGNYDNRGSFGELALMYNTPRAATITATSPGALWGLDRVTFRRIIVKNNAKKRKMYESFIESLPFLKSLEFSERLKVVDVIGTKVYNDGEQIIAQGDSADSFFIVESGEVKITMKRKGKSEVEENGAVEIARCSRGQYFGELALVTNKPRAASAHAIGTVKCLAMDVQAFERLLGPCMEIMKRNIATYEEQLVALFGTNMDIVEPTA
NSD2 HMT inh = inhibitors of human histone methyltransferase NSD2; inhibition, % at 12.5 µM; 0.54% of 310,000 active; NSD2 peptide methylation, AlphaScreen, 120 min; AID 743445; O96028; in the data active = inhibition above about 50%
PvdQ acylase = P. aeruginosa PvdQ acylase inhibition. 0.063% of 340,000 active. inhibition, % at 10 µM. purified PvdQ acylase, fluorescence plate reader; in the data active = inhibition above about 30%, passing the limit was not always enough;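 note: 0% = vehicle neutral wells and 100% = reference inhibitor wells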
DAGLB inh = diacylglycerol lipase beta (human) inhibition; Q8NCG7; HEK293T DAGLB membrane lysate, EnzChek fluorogenic substrate; inhibition, % at 5.17 µM; 0.059% of 340,000 active; in the data active = inhibition above about 34%;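 note: 0% = enzyme with vehicle and 100% = wells lacking enzyme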
Target sequence (Q8NCG7 whole entry, looked up): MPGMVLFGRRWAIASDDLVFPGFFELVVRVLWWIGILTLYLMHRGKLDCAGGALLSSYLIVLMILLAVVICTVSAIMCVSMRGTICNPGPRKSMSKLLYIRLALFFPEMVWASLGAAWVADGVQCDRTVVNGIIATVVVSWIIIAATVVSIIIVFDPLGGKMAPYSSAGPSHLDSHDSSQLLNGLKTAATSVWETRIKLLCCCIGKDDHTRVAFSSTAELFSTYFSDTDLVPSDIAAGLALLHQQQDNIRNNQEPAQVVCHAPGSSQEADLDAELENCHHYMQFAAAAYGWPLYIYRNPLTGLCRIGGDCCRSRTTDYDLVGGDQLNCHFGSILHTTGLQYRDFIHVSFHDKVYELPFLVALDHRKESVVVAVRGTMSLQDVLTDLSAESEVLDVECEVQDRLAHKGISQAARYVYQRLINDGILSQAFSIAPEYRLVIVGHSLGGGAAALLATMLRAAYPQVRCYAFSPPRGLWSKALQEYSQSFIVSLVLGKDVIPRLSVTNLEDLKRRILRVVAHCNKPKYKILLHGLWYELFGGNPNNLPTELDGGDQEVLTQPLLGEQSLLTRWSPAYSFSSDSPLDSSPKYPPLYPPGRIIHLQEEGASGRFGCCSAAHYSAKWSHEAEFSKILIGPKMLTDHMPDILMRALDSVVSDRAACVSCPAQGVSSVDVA
LANA DNA inh = KSHV C-LANA DNA binding inhibition; MBP-C-LANA/FAM-LBS DNA binding, fluorescence polarization; inhibition, % at 9 µM; 0.078% of 340,000 active; AID 504423;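 active = highest replicate inhibition at or above 60% at 9 µM, even if other replicates fall short; inactive = all replicates below 60% inhibition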;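 note: 0% = neutral control wells and 100% = 4 µM acridine orange control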
Keap1 Nrf2 FP = Keap1-Nrf2 (human) interaction inhibition; Q14145; Keap1 Kelch-Nrf2 peptide fluorescence polarization, 1536-well; inhibition, % at 9.4 µM; 0.15% of 340,000 active; AID 504523; in the data active = inhibition above about 12%;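 note: human Keap1 Kelch domain with fluorescein labeled Nrf2 9mer peptide probe; 0% = neutral control wells and 100% = peptide positive control; higher means more block of Keap1 binding to Nrf2 peptide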
Arr AP2 block = human beta-arrestin and AP2 interaction inhibition | FITC-arrestin peptide / GST-AP2 beads, flow cytometry; AP2 beta2 appendage carries R879A mutation | inhibition, % at 10 µM | 0.31% of 340,000 active | AID 504490;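 active = inhibition above a set limit, near 3 SD of compounds lacking own fluorescence, cut at about 54% in these data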;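 note: plate controls were DMSO wells for no effect and 5 µM unlabelled arrestin peptide for full effect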
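Material – GST-tagged AP2 beta2-adaptin appendage (R879A) on 4 µm glutathione beads · Probe or stimulus – fluorescein-tagged arrestin peptide at 50 nM final · Timing – 12 min plus 1 h, RT · Detection – bead flow cytometry, FITC channel · Read-out basis – inhibition as reduced fluorescein signal on beads, percent · Medium – PBS plus Tween 20 (0.05%) and BSA (0.1%)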
RTF Ca sens inh = cardiac RTF calcium desensitization; P19429+P45379; IANBD-labeled cardiac RTF, Ca2+ fluorescence; inhibition, % at 7.15 µM; 0.12% of 340,000 active; AID 493244;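 active = inhibition above the mean inhibition of all tested compounds plus 3 SD, cut at about 17% in these data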;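 note: assay run at fixed EC70 calcium of 1.6 mM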
SR-BI DiI inh = inhibitors of mouse SR-BI mediated HDL lipid uptake; 0.96% of 320,000 active; AID 488896; inhibition, % at 12.5 µM; Q61009; ldlA[mSR-BI] CHO cells, DiI-HDL uptake fluorescence, 3 h;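 active = mean replicate inhibition of at least 70% and a set share of replicates each scoring 70 or more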;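 note: 0% = median of neutral control wells and 100% = median of positive control wells; values of inactives mirror those of a sister screen read the other way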
SR-BI uptake up = activators of SR-BI mediated HDL lipid uptake; CHO ldlA[mSR-BI] cells, DiI-HDL uptake fluorescence, 3 h; 100 = double the neutral-control signal; activation, % at 12.5 µM; 0.096% of 320,000 active; AID 504775;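 active = mean replicate activation of at least 60% and every replicate at or above 60%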;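 note: 0% = median plate neutral-control signal and 100% = twice that signal; values of inactives mirror those of a sister screen read the other way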
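Material: SR-BI-overexpressing, LDLR-lacking CHO cells; schedule: compound exposure 3 h, 37 °C; reagent: DiI-labelled HDL at 10 µg/mL final; technique: bottom-read fluorescence, 550/595 nm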
The depositor's hits bear a star; nt = no result given. Not a hit list; overall some 2.1% were active at least once.

Start of the listing, in advance (3 entries):
structure	PKA-R2B act	NSD2 HMT inh	PvdQ acylase	DAGLB inh	LANA DNA inh	Keap1 Nrf2 FP	Arr AP2 block	RTF Ca sens inh	SR-BI DiI inh	SR-BI uptake up
O=C1OC[C@H](Cc2ccc3c(c2)OCO3)/C1=C\c1ccc2c(c1)OCO2	-3.7	nt	12.6	-8.8	2.1	-1.2	-5.9	4.3	12.0	-12.0
O=C(CCS(=O)(=O)c1ccccc1)OCc1ccc([N+](=O)[O-])cc1	7.1	-5.0	5.5	-1.5	0.7	-4.1	12.5	-0.5	-10.2	10.2
COc1ccccc1C/C(N)=N/OC(=O)c1cccs1	-5.8	-3.7	-12.9	-1.6	-1.2	-6.2	1.5	-4.6	-1.3	1.3

All compounds of this part, previewed entries included:
structure	PKA-R2B act	NSD2 HMT inh	PvdQ acylase	DAGLB inh	LANA DNA inh	Keap1 Nrf2 FP	Arr AP2 block	RTF Ca sens inh	SR-BI DiI inh	SR-BI uptake up
O=C1OC[C@H](Cc2ccc3c(c2)OCO3)/C1=C\c1ccc2c(c1)OCO2	-3.7	nt	12.6	-8.8	2.1	-1.2	-5.9	4.3	12.0	-12.0
O=C(CCS(=O)(=O)c1ccccc1)OCc1ccc([N+](=O)[O-])cc1	7.1	-5.0	5.5	-1.5	0.7	-4.1	12.5	-0.5	-10.2	10.2
COc1ccccc1C/C(N)=N/OC(=O)c1cccs1	-5.8	-3.7	-12.9	-1.6	-1.2	-6.2	1.5	-4.6	-1.3	1.3
CN(C)NC(=O)c1ccsc1NC(=O)c1ccc(S(=O)(=O)N(C)C)cc1	-0.9	nt	-0.7	-1.3	0.6	-3.9	6.0	3.3	6.8	-6.8
Cn1c(CSc2ccccc2)c(C#N)c2ccccc21	-8.8	-2.5	-7.7	-8.9	0.9	-4.6	9.3	-2.2	20.0	-20.0
CCCCn1c(/N=C/c2cc(OC)ccc2O)nc2ccccc21	-4.4	-0.3	-19.1	1.2	-0.2	-1.0	7.6	-2.0	1.5	-1.5
CCOC(=O)/C=C/[C@H]1Cc2ccccc2CO1	-17.6	nt	7.7	-6.1	-0.9	1.1	0.7	-4.8	3.5	-3.5
COc1cccc(C2(c3cccc(OC)c3)CC2C(=O)Nc2ccc(F)cc2)c1 (centres undefined)	-10.5	-1.5	-16.3	-3.7	-0.3	-1.7	-9.3	-9.4	-10.9	10.9
O=C(O)c1ccc(/C=C2\SC(=S)N(NC(=O)c3ccc(Br)cc3)C2=O)cc1	-6.1	-4.7	9.4	4.0	-1.0	-2.2	-5.5	-5.1	9.0	-9.0
CC(NC(=O)OCc1ccccc1)C(=O)OCN1C(=O)c2ccccc2C1=O (centres undefined)	0.7	-1.6	5.4	-1.5	0.4	1.6	14.9	5.9	-34.3	34.3
Nc1nc(SCC(=O)Nc2c(Br)cc([N+](=O)[O-])cc2Br)n[nH]1	-10.3	-3.1	-17.1	0.1	-0.1	-1.3	1.1	-33.1	-36.4	36.4
Cc1cccc(N2C(=O)CCC2=O)n1	-9.8	17.3	-4.7	1.7	0.3	-1.6	6.6	1.4	13.7	-13.7

structure	PKA-R2B act	NSD2 HMT inh	PvdQ acylase	DAGLB inh	LANA DNA inh	Keap1 Nrf2 FP	Arr AP2 block	RTF Ca sens inh	SR-BI DiI inh	SR-BI uptake up
CCOC(=O)N1CCN(c2c(-c3ccc(C)cc3)c(=O)c2=O)CC1	10.4	-3.5	5.5	-8.0	-0.1	0.3	20.5	6.6	10.7	-10.7
CC(C)c1ccc2[nH]c(O)c(N=NC(=O)c3cccc(S(=O)(=O)Nc4ccc(Cl)cc4)c3)c2c1	1.4	-1.8	3.4	3.0	0.0	1.1	51.0	7.4	3.8	-3.8
O=S(=O)(CCc1nc2ccccc2s1)c1ccc(Cl)cc1	-5.7	0.5	3.8	-2.8	1.0	4.1	6.2	-4.6	-7.0	7.0
CCOC(=O)COc1ccc2c(c1)C(=O)CC(C)(C)O2	3.1	1.2	-5.0	-2.5	-1.0	1.7	2.0	1.7	-19.8	19.8
Cc1ccc(NC(=O)CCn2c(=O)c3cccn3c3ccccc32)c(C)c1	-8.6	1.2	-7.6	-2.6	0.1	-1.5	-2.6	-6.5	47.5	-47.5
O=C1NCC(c2ccccc2)C1C(=O)N/N=C/c1ccc(Cl)s1 (centres undefined)	-6.5	nt	3.4	-1.8	-0.5	1.6	4.8	-1.6	-9.9	9.9
O=C(COC(=O)C1CC(=O)N(c2ccc3c(c2)OCCO3)C1)Nc1ccc2c(c1)CCC2 (centres undefined)	-1.0	nt	-17.7	-0.2	2.6	-7.8	-12.3	-3.3	0.7	-0.7
O=C(O)CSc1nc2c(cnn2-c2ccccc2)c(=O)n1-c1ccc(Br)cc1	12.9	-1.3	-13.5	3.1	-0.3	0.4	7.8	-12.1	4.2	-4.2
CC[C@@H](C(=O)[C@@H](C)[C@@H](O)[C@H](C)[C@@H]1O[C@@H]([C@@H](CC)C(=O)O)CC[C@@H]1C)[C@H]1O[C@]2(C=C[C@@H](O)[C@]3(CC[C@@](C)([C@H]4CC[C@](O)(CC)[C@H](C)O4)O3)O2)[C@H](C)C[C@@H]1C	6.7	nt	-7.1	1.3	-2.1	1.7	-1.8	20.3*	-17.8	17.8
O=c1[nH]ncc(N2CCCC2)c1Cl	-1.3	-1.3	-9.8	0.8	0.5	-1.8	nt	-12.4	-3.9	3.9
Cc1ccc(C(=O)NC2CCN(S(=O)(=O)c3ccc(C)cc3)CC2)cc1	-2.6	-0.6	7.8	-1.8	3.8	-1.9	13.6	3.7	3.4	-3.4
Cc1ccc(C2C(C(=O)c3cccs3)=C(O)C(=O)N2CCN2CCOCC2)o1 (centres undefined)	6.1	1.1	-4.4	-1.8	-0.9	1.3	20.3	-1.1	-7.9	7.9

structure	PKA-R2B act	NSD2 HMT inh	PvdQ acylase	DAGLB inh	LANA DNA inh	Keap1 Nrf2 FP	Arr AP2 block	RTF Ca sens inh	SR-BI DiI inh	SR-BI uptake up
CC(=O)C1=C(O)C(=O)N(c2ccc(C)cc2)C1c1ccccn1 (centres undefined)	-0.5	-1.8	2.5	-1.5	0.2	-4.9	4.2	1.1	-0.4	0.4
O=C(CSc1nncs1)NCCCc1ccccc1	1.1	1.2	-12.6	0.6	0.6	-2.8	9.7	-11.6	-20.6	20.6
Cc1cc(Oc2ccccc2)nc(SCC(=O)Nc2ccccc2)n1	-8.5	1.0	-4.9	-4.1	-2.0	-2.9	-13.2	3.4	14.9	-14.9
Cc1cc(C(=O)CSc2nncs2)c(C)n1Cc1ccco1	2.4	26.9	6.9	0.0	-0.5	-3.9	20.8	2.2	-0.9	0.9
CCOC(=O)N1CCN(CC(=O)Nc2ccc([N+](=O)[O-])cc2C(=O)Nc2ccccc2F)CC1	-1.3	nt	-14.8	2.0	-1.0	-0.2	-13.6	1.1	-13.9	13.9
Cc1nc(NC(=O)C2CC2)sc1C(=O)Nc1ccccc1	9.6	-1.4	-3.2	-1.1	0.4	-0.6	8.6	-7.3	29.4	-29.4
Cc1cccc(C(=O)N[C@H](C(=O)Nc2ccc(S(=O)(=O)NC3=NCCCCC3)cc2)C(C)C)c1	-1.5	4.6	-11.2	2.0	0.3	2.2	-15.2	5.4	-16.2	16.2
Cc1cc[n+](Cc2ccc([N+](=O)[O-])cc2)cc1	-1.6	-0.3	-2.0	0.2	0.3	-1.4	8.2	-1.5	1.4	-1.4
Cc1ccc(C(=O)Oc2cc(N)n(S(=O)(=O)c3ccc(F)cc3)n2)cc1	0.5	-1.6	-3.6	1.5	-0.5	-3.9	-8.1	-1.8	1.2	-1.2
COc1ccc(-n2nc(C(=O)NCC(=O)NCCCN3CCOCC3)c3ccccc3c2=O)c(OC)c1	-5.0	-3.5	-4.7	0.0	-0.7	1.1	-12.1	-5.5	-16.4	16.4
CC(=O)Nc1ccc(S(=O)(=O)N(C)c2ccc(OCC(=O)OCC(=O)N3CCCCC3)cc2)cc1	5.8	-1.8	0.0	-0.8	-0.5	-1.8	-14.6	9.8	9.1	-9.1
CCCOc1ccc(N2C(=O)CC(NCC#N)C2=O)cc1 (centres undefined)	6.2	-4.3	-6.7	-2.3	0.5	-1.0	47.3	3.6	20.7	-20.7

structure	PKA-R2B act	NSD2 HMT inh	PvdQ acylase	DAGLB inh	LANA DNA inh	Keap1 Nrf2 FP	Arr AP2 block	RTF Ca sens inh	SR-BI DiI inh	SR-BI uptake up
CC1(C)CC(/C=C/c2ccccc2)=Nc2ccccc2N1	-6.0	8.0	0.5	1.6	-0.9	2.4	7.8	-4.5	nt	nt
COc1ccc(C(=O)C2CCCN(C(=O)Cc3c(C)noc3C)C2)cc1OC (centres undefined)	-1.6	0.6	-9.4	-0.2	-1.7	-4.5	7.8	1.4	16.3	-16.3
Cc1c(Cl)cccc1NC(=O)Nc1c(C)n(C)n(-c2ccccc2)c1=O	0.8	5.6	-3.3	-0.6	-1.5	-1.7	-1.7	-4.7	12.6	nt
CCC(=O)Oc1ccc(C(=O)Nc2cccc(NC(=O)c3ccco3)c2)cc1	5.1	nt	-3.4	-4.8	0.4	-6.3	15.1	-11.2	33.1	-33.1
O=C1CSC(=S)N1c1cccc(O)c1	-3.6	4.9	-11.8	-1.0	0.4	-2.0	-10.8	3.2	-16.1	16.1
CC(=O)Nc1ccc(NC(=O)C(C)c2cccc(C(=O)c3ccccc3)c2)cc1 (centres undefined)	4.6	-1.2	-2.1	-0.1	2.9	-0.7	6.4	-1.5	-9.1	9.1
COc1ccc(C(=O)Nc2ccccc2C)cc1S(=O)(=O)N1CCOCC1	-6.4	-2.8	-11.4	-2.4	-1.7	-5.3	-1.5	-12.1	2.0	-2.0
COc1cc2c(cc1OC)C(c1ccc(Cl)cc1)=NCC2	2.0	1.1	3.3	-6.8	-0.6	-4.4	35.9	1.3	10.9	-10.9
CC(C)Oc1ccc(C(=O)Nc2ccccc2N2CCCC2)cc1	-13.0	5.0	-22.9	-10.4	0.3	-0.2	8.0	3.1	37.0	-37.0
CCOC(=O)N1CCN(Cc2cccs2)CC1	3.0	-0.9	0.5	-1.9	0.5	3.9	-2.6	-7.2	-7.1	7.1
COc1ccc(NC(=O)CSc2nnc(C3CC3)n2N)cc1	12.8	-4.3	-15.6	-6.7	0.2	2.7	-2.6	-4.9	-7.9	7.9
Cc1ccccc1CS(=O)(=O)CCC(=O)NCCCN1CCOCC1	0.9	2.1	-8.2	0.0	0.7	-4.0	2.2	-9.7	-2.6	2.6
COc1cccc(CNC(=O)Cn2ccc3cc(S(=O)(=O)N4CCCC4)ccc32)c1OC	7.7	-1.7	1.0	-1.4	0.1	-5.9	-7.3	3.7	2.2	-2.2
COc1ccc(NC(=O)CN(C)C(=O)Cc2ccc(-c3ccccc3)cc2)cc1	1.3	-0.8	-0.9	-2.1	0.1	-4.8	14.7	5.8	31.3	-31.4
O=S(=O)(Nc1ncccn1)c1ccc(-n2cnnn2)cc1	5.5	-4.9	6.2	2.5	-0.4	-0.1	23.8	-1.9	-2.0	2.0

From PubChem BioAssay
